Screening data: PubChem, several laboratories
Rin1 Abl inh: inhibitors of Rin1-Abl protein binding, primary screen, biochemical, TR-FRET | AID 588664, 2011 | 360,000 compounds, 0.4% hits | inhibition, % at 7.35 µM; in the data active means inhibition above about 5%, passing the limit was not always enough
FAS TE block: FAS thioesterase domain inhibitors, primary screen, biochemical, fluorescence intensity, uHTS; 360,000 compounds, 0.67% hits; Fatty acid synthase (Homo sapiens), P49327; AID 602261, 2012; recombinant FAS-TE, OMFH fluorogenic substrate, fluorescence endpoint; inhibition, % at 15 µM;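 active means compounds whose normalised, plate-corrected inhibition of enzyme fluorescence in the single-dose primary screen is 50% or more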;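 further: 0% = DMSO with enzyme and 100% = substrate without enzyme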
SKN-1 block: suppressors of acrylamide-induced Pgst-4::GFP reporter in worms, primary screen, SKN-1 inhibitor project, whole organism, uHTS, GFP/RFP fluorescence ratio, strain VP596. AID 624304, 2012. C. elegans VP596 Pgst-4::GFP/RFP ratio, 24 h. 360,000 compounds, 0.49% hits. inhibition, % at 21.8 µM;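 active means interference check ratio from 0.5 to 1.5 plus GFP to RFP signal ratio inhibition reaching or exceeding a fixed threshold, cut at about 30% in these data, passing the limit was not always enough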; further: some compounds called inactive have numbers as strong as hits
PABP1 MLLE inh: inhibitors of PABP1 MLLE–PAM2 peptide binding, primary screen, biochemical, fluorescence polarization, FITC-PAM2, GST-MLLE; 360,000 compounds, 0.36% hits; inhibition, % at 20 µM; Polyadenylate-binding protein 1 (Homo sapiens), P11940; AID 588489, 2011; in the data active means inhibition above about 35%, passing the limit was not always enough;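 further: plate controls were DMSO wells with GST-MLLE for no effect and wells lacking GST-MLLE protein for full effect; some results filed as inactive read as strong as hits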
MT1-MMP act inh: blockers of MT1-MMP proenzyme processing, primary screen, HT1080 RFP-PRO-GFP cells, GFP/RFP fluorescence; Matrix metalloproteinase-14 (Homo sapiens), P50281; GFP/RFP ratio change, % at 20 µM; GFP/RFP ratio fluorescence, overnight; percent of plate control window, DMSO zero; 360,000 compounds, 0.061% hits;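 active means GFP/RFP ratio change of at least 30% with cell ATP level not reduced by more than half and red fluorescence within 50% of control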; further: strong numbers were not always called active
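Assay system: HT1080 RFP-PRO-GFP cells. Benchmarks: DMSO vehicle wells and RFP-L50D-GFP reporter cell wells. Times: overnight cell settling, then overnight compound exposure, 37 °C, 5% CO2. Compound: 20 µM single dose, 1% DMSO. Read-out basis: GFP/RFP fluorescence ratio.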
Neddyl block: inhibitors of cullin neddylation, primary screen, biochemical, TR-FRET, uHTS, NAE and Ubc12. calls only at 25 µM. 360,000 compounds, 0.58% hits; in the data active means inhibition above about 36%
Target sequence (P61081 whole entry, looked up): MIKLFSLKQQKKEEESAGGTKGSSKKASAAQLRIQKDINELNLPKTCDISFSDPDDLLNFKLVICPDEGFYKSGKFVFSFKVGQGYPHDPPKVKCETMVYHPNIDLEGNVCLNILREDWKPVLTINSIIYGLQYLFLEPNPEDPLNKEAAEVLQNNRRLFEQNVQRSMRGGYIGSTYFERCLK
Target sequence (Q13564 whole entry, looked up): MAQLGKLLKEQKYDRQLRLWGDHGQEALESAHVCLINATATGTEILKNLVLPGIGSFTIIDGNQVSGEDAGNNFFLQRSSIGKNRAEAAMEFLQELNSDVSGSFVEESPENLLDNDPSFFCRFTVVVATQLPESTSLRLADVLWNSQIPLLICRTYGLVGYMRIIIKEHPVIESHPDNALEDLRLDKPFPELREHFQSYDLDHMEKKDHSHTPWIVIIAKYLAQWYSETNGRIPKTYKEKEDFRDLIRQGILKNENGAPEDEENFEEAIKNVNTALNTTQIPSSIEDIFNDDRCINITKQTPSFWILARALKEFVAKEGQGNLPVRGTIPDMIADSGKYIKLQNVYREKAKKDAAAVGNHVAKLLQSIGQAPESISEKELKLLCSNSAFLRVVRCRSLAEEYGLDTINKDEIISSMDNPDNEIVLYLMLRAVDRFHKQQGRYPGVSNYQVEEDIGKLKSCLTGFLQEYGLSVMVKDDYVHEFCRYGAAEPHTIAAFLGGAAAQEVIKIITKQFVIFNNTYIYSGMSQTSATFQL
NadD block: inhibitors of S. aureus NadD, primary screen, biochemical, colorimetric, uHTS; Nicotinate-nucleotide adenylyltransferase NadD (Staphylococcus aureus N315); purified NadD enzyme, colorimetric absorbance read-out; inhibition, % at 20 µM; 360,000 compounds, 0.78% hits; AID 602399, 2012; in the data active means inhibition above about 26%; further: some compounds past the cut are filed as inactive
Rpn11 inh: Rpn11 (PSMD14) deubiquitinase inhibitors, primary screen, biochemical, fluorescence polarization, uHTS | human 26S proteasome, Ub4-pepOG fluorescence polarization; 20S core pre-blocked with epoxomicin | calls only at 20 µM | 360,000 compounds, 0.59% hits | AID 588493, 2011;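 active means inhibition at 20 µM, scaled to each plate's controls, above about 33%, limit read from the data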
Target sequence (O00487 whole entry, looked up): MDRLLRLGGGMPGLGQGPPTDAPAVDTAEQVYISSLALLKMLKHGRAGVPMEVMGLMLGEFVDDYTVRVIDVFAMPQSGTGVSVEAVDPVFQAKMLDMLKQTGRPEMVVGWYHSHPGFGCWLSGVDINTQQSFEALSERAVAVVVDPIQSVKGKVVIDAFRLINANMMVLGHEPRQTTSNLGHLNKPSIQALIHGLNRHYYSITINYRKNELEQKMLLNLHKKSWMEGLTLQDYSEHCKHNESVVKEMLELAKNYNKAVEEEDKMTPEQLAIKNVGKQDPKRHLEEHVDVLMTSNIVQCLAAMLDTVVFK
CSN deneddyl inh: inhibitors of CSN-mediated cullin deneddylation, primary screen, biochemical, fluorescence polarization, uHTS. COP9 signalosome complex subunit 5 (Homo sapiens), Q92905. Purified CSN, SCF-Nedd8-OG deneddylation. inhibition, % at 12.5 µM. 360,000 compounds, 0.38% hits. AID 651999, 2013;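 active means pattern-corrected inhibition above about 35%, with an unprinted fluorescence ratio check between 0.5 and 1.5, limit read from the data, passing the limit was not always enough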;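 further: 0% = enzyme with substrate and 100% = substrate without enzyme; some results filed as inactive read as strong as hits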
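Schedule: reaction 90 min, room temperature / Assay system: HEK293T-derived human Csn5 enzyme / Input: Csn5 at 0.24 nM final / Measure: inhibition of Csn5 cleavage, % / Control set: substrate-only high control, full reaction low control / Technique: fluorescence polarization of the substrate / Buffer or medium: Tris/NaCl/DTT buffer, pH 7.5 / Reagent: SCFSkp2-Nedd8OG substrate at 10 nM final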
Active calls of the source: *; i = inactive; . = no result given. This is a random part of the collection; 3.9% or so of the library scored in one or more.

Start of the listing, in advance, five compounds:
SMILES	Rin1 Abl inh	FAS TE block	SKN-1 block	PABP1 MLLE inh	MT1-MMP act inh	Neddyl block	NadD block	Rpn11 inh	CSN deneddyl inh
Clc1ccc(-c2onc3c2CCCC3)cc1	-1	6	3	-7	-8	i	-1	i	2
O=C(Nc1ccc(S(=O)(=O)Nc2ccccn2)cc1)c1cccc(Br)c1	0	-6	-2	-2	1	i	-1	i	1
O=C(/C=C/c1ccccc1)c1ccoc1	0	-2	-3	-8	5	i	-6	i	1
O=C(C1=C[C@@H](C2CCCCC2)C[C@@H](OCCCCO)O1)N1CCN(Cc2ccccc2)CC1	2	4	2	-6	0	i	-9	i	0
CCN1CCN(Cc2ccc(NC(=O)c3ccc(C)c(NC(=O)c4cccc(-c5cn[nH]c(=O)c5)c4)c3)cc2C(F)(F)F)CC1	-1	-4	4	5	-5	i	11	i	3

This part in full, from the start:
SMILES	Rin1 Abl inh	FAS TE block	SKN-1 block	PABP1 MLLE inh	MT1-MMP act inh	Neddyl block	NadD block	Rpn11 inh	CSN deneddyl inh
Clc1ccc(-c2onc3c2CCCC3)cc1	-1	6	3	-7	-8	i	-1	i	2
O=C(Nc1ccc(S(=O)(=O)Nc2ccccn2)cc1)c1cccc(Br)c1	0	-6	-2	-2	1	i	-1	i	1
O=C(/C=C/c1ccccc1)c1ccoc1	0	-2	-3	-8	5	i	-6	i	1
O=C(C1=C[C@@H](C2CCCCC2)C[C@@H](OCCCCO)O1)N1CCN(Cc2ccccc2)CC1	2	4	2	-6	0	i	-9	i	0
CCN1CCN(Cc2ccc(NC(=O)c3ccc(C)c(NC(=O)c4cccc(-c5cn[nH]c(=O)c5)c4)c3)cc2C(F)(F)F)CC1	-1	-4	4	5	-5	i	11	i	3
CCCC(c1nnnn1CCOC)N1CCN(C(=O)c2ccco2)CC1 (stereo unspecified)	-3	-2	11	3	3	i	-6	i	-1
Cc1ccccc1N1C(=O)CC1(C#N)c1ccc(OCc2ccccc2)cc1 (stereo unspecified)	-2	28	7	-4	-9	i	-5	i	5
CCOc1ccc(S(=O)(=O)N2CCC(C(=O)NCC(=O)Nc3cccc(Cl)c3C)CC2)cc1	2	3	18	17	-1	i	0	i	-1
COc1ccc(S(=O)(=O)CC2(O)CCN(C(=O)C(C)(C)C)CC2)cc1	-2	-3	-3	-3	3	i	-1	i	0
CN(c1ccc(Cl)cc1)c1cc2c(c3c1ccn3C)C1CCC2O1 (stereo unspecified)	1	27	18	-5	-3	i	-3	i	4
O=C(NCCc1csc(-c2cccnc2)n1)c1c(F)cccc1F	0	-7	-4	-15	-3	i	-7	i	2
CCCc1nnc(SCC(=O)NC2CCCCC2)n1CCOC	4	-5	7	2	2	i	-4	i	0

Entries from the list above with a Cl atom:
SMILES	Rin1 Abl inh	FAS TE block	SKN-1 block	PABP1 MLLE inh	MT1-MMP act inh	Neddyl block	NadD block	Rpn11 inh	CSN deneddyl inh
Clc1ccc(-c2onc3c2CCCC3)cc1	-1	6	3	-7	-8	i	-1	i	2
CCOc1ccc(S(=O)(=O)N2CCC(C(=O)NCC(=O)Nc3cccc(Cl)c3C)CC2)cc1	2	3	18	17	-1	i	0	i	-1
CN(c1ccc(Cl)cc1)c1cc2c(c3c1ccn3C)C1CCC2O1 (stereo unspecified)	1	27	18	-5	-3	i	-3	i	4

The list continues:
SMILES	Rin1 Abl inh	FAS TE block	SKN-1 block	PABP1 MLLE inh	MT1-MMP act inh	Neddyl block	NadD block	Rpn11 inh	CSN deneddyl inh
S=c1nccc(-c2ccc(Cl)cc2)[nH]1	-2	-6	14	27	-1	i	-2	i	0
Cc1ccc(C)c(NNC(N)=S)c1	-2	-6	0	-100	-3	i	7	i	0
COC(=O)[C@]12CCCCC=C1N(CCc1ccc(OC)c(OC)c1)C(=O)[C@H](CC(=O)NCCC(C)C)C2	.	.	-6	.	1	i	.	.	-2
COC(=O)n1ccc(C(=O)Nc2ccccc2F)n1	-3	-1	-15	8	0	i	4	i	4
COC(=O)c1sc(SC)c(S(=O)(=O)C(C)C)c1N/N=C(\C#N)C(=O)c1ccccc1	0	-5	0	8	8	i	2	i	0
COc1ccc(N(CC(=O)NCCSCc2ccco2)S(=O)(=O)c2ccccc2)cc1Cl	3	19	-7	13	-2	i	4	i	4
O=C(NCc1ccc(F)cc1)c1cc(C2CCCCN2C(=O)C2CCCCC2)on1 (stereo unspecified)	-3	6	-2	-2	0	i	1	i	-3
CCc1ccc(NC(=O)N2CCCCCC2)cc1	-4	0	-6	-6	-3	i	-3	i	-2
COc1ccc(S(N)(=O)=O)cc1N(C)S(=O)(=O)c1ccccc1	-2	-7	1	-1	-1	i	3	i	-5
C/C=C/c1ccc(OCCOc2ccc(C=O)cc2OC)c(OC)c1	-2	4	1	-7	0	i	-4	i	0
O=C(NCc1ccc(F)cc1)C1CCN(S(=O)(=O)N2CCOCC2)CC1	8.4*	-6	4	4	1	i	0	i	-6
CCCN(CCC)C(=O)/C=C/c1cccc([N+](=O)[O-])c1	-1	9	8	-2	3	i	-4	i	-2
Cc1ccc(C(=O)NC2CCCCCC2)cc1N1CCCC1=O	-1	-6	2	4	0	i	-5	i	1
Cc1ccc(C(=O)CSc2nnnn2-c2ccccc2)o1	0	-5	-5	-104	-4	i	-7	i	-9
CCN1C(=O)/C(=C/N2CCc3ccccc3C2)SC1=S	4	36	19	20	-2	i	-4	i	1
CCOC(=O)c1c(C)[nH]c(C)c1S(=O)(=O)NCCCc1ccco1	3	1	5	4	2	i	-5	i	0
O=C1OCC2=C1C(c1ccc(F)cc1)Sc1ccccc1N2 (stereo unspecified)	4	7	5	-8	0	i	-5	i	-3
CC(C)CCNC(=S)Nc1ccc(F)cc1	-3	1	11	-2	1	i	2	i	0
CCCn1cnc2scc(-c3ccc(OC)cc3)c2c1=O	-2	3	2	-5	-5	i	1	i	3
O=C(NCc1ccccc1)C(c1ccc(F)cc1)N1CCN(c2ccccc2F)CC1 (stereo unspecified)	.	.	-8	.	-3	i	.	.	7
Fc1ccc(C2CCCN2Cc2nc(Cc3ccccc3)no2)cc1 (stereo unspecified)	0	5	-7	8	-1	i	-6	i	-2
COc1ccc(C(=O)N2CCCC(Nc3ccc(F)cc3)C2)cc1F (stereo unspecified)	1	-5	8	7	1	i	1	i	-1
CCc1nnc(SCc2cn3c(C)cc(C)nc3n2)n1N	2	-7	-26	10	0	.	-4	i	2
CCN(CC)C(=O)c1nc[nH]c1C(=O)O[C@@H](C)c1ccccc1	5	-7	9	2	1	i	-7	i	-3

Printed as active in Rin1 Abl inh (from the list above):
smiles	Rin1 Abl inh	SKN-1 block	PABP1 MLLE inh	MT1-MMP act inh	Neddyl block	NadD block	Rpn11 inh	CSN deneddyl inh
O=C(NCc1ccc(F)cc1)C1CCN(S(=O)(=O)N2CCOCC2)CC1	8.4*	4	4	1	i	0	i	-6

(list continues)
SMILES	Rin1 Abl inh	FAS TE block	SKN-1 block	PABP1 MLLE inh	MT1-MMP act inh	Neddyl block	NadD block	Rpn11 inh	CSN deneddyl inh
CCOc1ccc(/C=C/C(=O)Nc2ccc(C(N)=O)cc2)cc1OC	-5	-17	2	7	5	.	-10	i	-1
O=S(=O)(c1ccc(F)cc1)N1CCN(CC(O)COCc2ccccc2)CC1 (stereo unspecified)	1	5	-4	1	-3	i	4	i	-4
Cc1cc2oc(=O)cc(CN3CCCCC3)c2cc1O	-2	-5	6	19	1	i	-5	i	2
Cc1ccc2cc(CN(CC3CCCO3)C(=O)C(C)C)c(=O)[nH]c2c1 (stereo unspecified)	-5	-11	9	7	9	i	2	i	-3
CCC(C)(C(=O)NC1CCCC1)N(C(C)=O)c1ccc(C)cc1 (stereo unspecified)	1	-4	-4	-6	-1	i	-5	i	-4
COc1ccc(S(=O)(=O)CCC(=O)NC2CCCCC2)cc1	2	-6	-14	-1	1	i	-3	i	-7
COc1cc(/C=C2/NC(=O)N(Cc3ccccc3F)C2=O)cc(OC)c1OC	1	1	1	4	1	i	-2	i	8
CC1(C)CC(=O)C2=C(C1)Nc1ccccc1NC2c1cc(Cl)ccc1O (stereo unspecified)	0	-1	1	-7	3	i	3	i	-4
CC(NC(=O)C1CCC(CNS(=O)(=O)c2ccccc2)CC1)c1ccccc1 (stereo unspecified)	2	-7	9	-2	-1	i	-9	i	-3
CC(C)Cc1ccc(CN2CCCC(NC(=O)CCN3CCOCC3)C2)cc1 (stereo unspecified)	0	-5	21	-29	5	i	-2	i	3
Cc1cccn2c(=O)nc(SCC(=O)N3CCCCC3)nc12	-1	-3	-22	-3	-1	i	4	i	-1
COc1ccc(Sc2ccc(NC(=O)c3cccc(Cl)c3)cc2C#N)cc1	2	32	4	-12	3	i	-7	i	-4
COC(=O)c1ccc(=O)c2nc3/c(=C/O)c(O)cc(=O)c3[nH]c12	38*	30	0	6	5	i	-7	i	71
COc1cc(C(=O)OCC(=O)c2ccc(S(=O)(=O)N3CCCCC3)cc2)cc(OC)c1OC	4	10	-5	7	-5	i	-2	i	4
O=C1NC2c3ccccc3CC2O1 (stereo unspecified)	1	-10	21	-1	-2	i	-2	i	4
Cc1cccc(N2C(=O)/C(=C/c3cccnc3)SC2=S)c1	-3	1	-10	31	4	i	-8	i	-1
COC(=O)c1cccc(NC(=O)CCNC(=O)c2ccco2)c1	3	-4	-28	-9	.	i	3	i	5
CCOc1ccc(Br)cc1S(=O)(=O)Nc1ccc(C(=O)OCC(=O)N(C)c2ccccc2)cc1	1	12	6	10	1	i	1	i	3
CCOC(=O)Cn1c(C)[n+](CC(=O)c2ccccc2)c2ccccc21	-1	2	-9	7	1	i	-2	i	-1
COc1cc(OC)cc(-c2c(C#Cc3ccsc3)c3cc(-c4ccc(OC)nc4)ccc3n2C)c1	-4	9	4	-9	-1	i	27	i	2
